STK33 inh – human STK33 kinase inhibition. hit rate 0.073% among 320,000. purified STK33, MBP phosphorylation, ADP-Glo luminescence. AID 2661. inhibition, % at 10 µM;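 active means inhibition at or above 25%, using the most active replicate where run in duplicate; inactive means inhibition below 25%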
Target sequence (Q9BYT3 whole entry, looked up): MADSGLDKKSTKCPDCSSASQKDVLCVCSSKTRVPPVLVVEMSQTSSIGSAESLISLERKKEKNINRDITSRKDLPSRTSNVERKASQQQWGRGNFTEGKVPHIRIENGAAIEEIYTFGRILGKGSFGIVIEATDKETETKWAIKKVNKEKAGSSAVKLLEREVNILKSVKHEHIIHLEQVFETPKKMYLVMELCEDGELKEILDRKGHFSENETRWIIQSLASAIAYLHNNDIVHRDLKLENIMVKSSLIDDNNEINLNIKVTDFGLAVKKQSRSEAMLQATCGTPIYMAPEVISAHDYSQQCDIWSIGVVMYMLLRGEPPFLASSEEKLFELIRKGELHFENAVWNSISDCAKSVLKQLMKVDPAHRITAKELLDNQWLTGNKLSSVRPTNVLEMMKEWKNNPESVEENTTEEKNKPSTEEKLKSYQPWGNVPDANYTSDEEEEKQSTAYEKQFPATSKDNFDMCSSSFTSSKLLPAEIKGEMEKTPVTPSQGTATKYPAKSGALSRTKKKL
OX1R antag – OX1R (human) antagonism | OX1R-expressing cells, FRET antagonist read-out | O43613 | inhibition, % at 6.6 µM | hit rate 1.8% among 330,000; in the data active means inhibition mostly above about 38%, no sharp cut-off; inactive means mostly below about 40%;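 further: 0% = agonist challenge alone and 100% = reference antagonist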
Target sequence (O43613 whole entry, looked up): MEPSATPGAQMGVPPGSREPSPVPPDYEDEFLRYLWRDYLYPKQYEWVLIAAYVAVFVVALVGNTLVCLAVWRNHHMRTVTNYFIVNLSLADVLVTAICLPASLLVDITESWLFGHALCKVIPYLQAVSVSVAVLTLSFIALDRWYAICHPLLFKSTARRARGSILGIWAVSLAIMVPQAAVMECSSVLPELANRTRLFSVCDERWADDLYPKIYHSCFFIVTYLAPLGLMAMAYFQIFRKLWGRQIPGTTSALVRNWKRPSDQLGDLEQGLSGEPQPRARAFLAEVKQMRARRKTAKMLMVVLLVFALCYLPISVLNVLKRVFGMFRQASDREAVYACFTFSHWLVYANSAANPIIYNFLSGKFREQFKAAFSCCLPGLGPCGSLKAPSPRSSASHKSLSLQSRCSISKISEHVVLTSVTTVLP
KCNQ2 inh – KCNQ2 channel blockers in CHO-K1 cells – cell-based, FluxOR thallium flux, B-score, primary screen (AID 2156). 20 min; active compounds read low. B-score at 10 µM. hit rate 1.1% among 310,000;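 active means fluorescence ratio B-score at most minus 3 library SDs, with starting brightness B-score within 2 library SDs, cut at about -5.5 in these data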
Active calls of the source: *; i = inactive; . = not tested or not shown.

STK33 inh,OX1R antag,KCNQ2 inh,smiles
0.0,3.2,i,CC(=O)Nc1ccc(S(=O)(=O)NNC(=O)CCC(=O)Nc2cc(C)ccc2C)cc1
-1.3,19.8,i,O=C(OCCOCCN=C1NS(=O)(=O)c2ccccc21)C1CC(=O)N(c2ccccc2)C1 (stereo not drawn)
20.5,8.3,.,COc1cc(O)c2c(=O)c3c(O[C@H]4O[C@@H](CO)[C@H](O)[C@@H](O)[C@@H]4O)ccc(O)c3oc2c1
0.7,5.1,i,COc1ccc(S(=O)(=O)Nc2cc(C)c(O)c(S(=O)(=O)c3ccccc3)c2)cc1
1.7,13.8,i,CCOc1ccc(/C=C/c2nc(C#N)c(NCCCOC)o2)cc1
2.2,1.9,i,CC(=O)c1cnc2cc(-c3ccccc3)nn2c1C
-2.3,1.7,i,Cc1ccc2nc(NC(=O)CSCC(=O)OCC(=O)c3ccc(Br)cc3)sc2c1
.,19.2,i,Cn1c(NC(=O)Cc2cccs2)cc(=O)n(C)c1=O
-0.1,3.4,i,COc1ccccc1/C=C/C(=O)NCC(=O)N/N=C/c1ccccc1
-1.4,13.9,i,CCOC(=O)c1c(C)oc2cc(Br)c(OCC(N)=O)cc12
0.2,12.2,i,Cc1ccc(CN(C(=O)COc2ccc(C)c(C)c2)C2CCS(=O)(=O)C2)o1 (stereo not drawn)
-0.1,0.6,i,O=C(Nc1cnn(Cc2ccc(Cl)cc2)c1)c1cnccn1
-2.2,12.3,i,CC1CCCCN1CCNC(=O)CC1Oc2ccccc2NC1=O (stereo not drawn)
-0.3,13.9,i,COc1cccc(NC(=O)C2CCCN2C(=O)NC2CCCCC2)c1 (stereo not drawn)
0.6,8.9,i,COCCCNC(=O)C(C#N)c1nc2ccccc2nc1N1CCCC1 (stereo not drawn)
-0.5,24.2,i,O=C(CSc1nc(-c2ccco2)cc(C(F)(F)F)n1)NN1CCOCC1
1.0,20.2,i,COC(=O)NCc1cccc(CNC(=O)OC)c1
-1.8,12.7,i,COc1ccc(-n2c(=O)/c(=C\c3cccs3)s/c2=C(/C#N)C(=O)NCCN2CCOCC2)cc1
0.3,11.2,.,Cc1ccc2sc(NNC(=O)C3COc4ccccc4O3)nc2c1C (stereo not drawn)
-3.8,8.0,i,Cc1c(CCC(=O)NCCCC(=O)O)c(=O)oc2cc3oc4c(c3cc12)CCCC4

4 entries from above, with values under each structure:
Every second line gives: STK33 inh, OX1R antag, KCNQ2 inh
> COC(=O)NCc1cccc(CNC(=O)OC)c1
    1.0, 20.2, i
> COc1ccc(-n2c(=O)/c(=C\c3cccs3)s/c2=C(/C#N)C(=O)NCCN2CCOCC2)cc1
    -1.8, 12.7, i
> Cc1ccc2sc(NNC(=O)C3COc4ccccc4O3)nc2c1C (stereo not drawn)
    0.3, 11.2, .
> Cc1c(CCC(=O)NCCCC(=O)O)c(=O)oc2cc3oc4c(c3cc12)CCCC4
    -3.8, 8.0, i

Next section.
STK33 inh,OX1R antag,KCNQ2 inh,smiles
.,8.1,i,C=CCn1c(COc2ccccc2F)nnc1SCCN1C(=O)c2ccccc2C1=O
0.0,4.2,i,FC(F)(F)c1ccc(NCCc2ccccc2)nc1
-0.9,6.3,i,COc1ccc(C2/C(=C(\O)c3ccc4c(c3)OCCO4)C(=O)C(=O)N2Cc2cccnc2)cc1OC (stereo not drawn)
-0.9,6.2,i,Cc1ccc(/C=N/n2cc(-c3ccccc3)[nH]c2=S)s1
3.5,11.1,i,CC(C)CNC(=S)N(Cc1ccco1)Cc1cc2cc3c(cc2[nH]c1=O)OCCO3
0.6,6.5,i,CCOc1ccc(NC(=O)CCC(=O)n2nc(C)cc2C)cc1
-0.7,-0.1,i,CC12CCC(C/C1=N/O)C2(C)C (stereo not drawn)
0.1,24.0,i,O=C(Nc1cccc(OCC(=O)N2CCOCC2)c1)c1cccc([N+](=O)[O-])c1
-1.8,3.9,i,O=S1(=O)N=C(N/N=C/c2ccc(Br)o2)c2ccccc21
-2.3,47.0,i,CSc1ccc(S(=O)(=O)NCC(=O)OCC(=O)NCc2cccs2)cc1[N+](=O)[O-]
-0.5,8.3,i,Clc1ccc(CSc2snnc2-c2ccccc2)cc1
-2.6,13.4,i,C=CCc1ccc(OCC(O)CN2CCCCC2C)c(OC)c1 (stereo not drawn)
-3.0,11.9,i,CN(C)/C=C\C(=C/C(=O)C(F)(F)F)Nc1ccccc1Oc1ccccc1
-0.8,73.3*,i,Cn1cc([N+](=O)[O-])c(C(=O)Nc2ccc(C(=O)N3CCCCC3)cc2)n1
-0.9,61.9*,i,COc1ccc(/C=N/NC(=O)c2cc3c(OC)ccc(OC)c3[nH]2)cc1O
0.6,11.8,i,CCOc1cc(C2NC(=O)NC(O)(C(F)(F)F)C2C(=O)c2ccccc2)ccc1OC (stereo not drawn)
-0.1,37.6,i,COc1ccc(N2C(=O)/C(=C/c3ccc([N+](=O)[O-])cc3)N=C2C)cc1
-0.4,4.5,i,CCOC(=O)C1=C(c2ccccc2)ON(C)C1c1ccccc1 (stereo not drawn)
-0.9,3.7,i,O=C(c1ccccc1)c1ncc[nH]1
-3.4,11.3,i,CCn1cc(C(=O)NCCCN(C)C)c(=O)c2cc(F)c(N3CCN(C)CC3)cc21

Overlap with the part before: 2 compounds; new compounds follow.
STK33 inh,OX1R antag,KCNQ2 inh,smiles
-0.9,3.7,i,O=C(c1ccccc1)c1ncc[nH]1
-3.4,11.3,i,CCn1cc(C(=O)NCCCN(C)C)c(=O)c2cc(F)c(N3CCN(C)CC3)cc21
0.4,3.6,i,CC(C)CNS(=O)(=O)c1ccc(CCC(=O)N2CCOCC2)cc1
-0.3,26.9,i,CS(=O)(=O)Nc1ccc(-c2cn3cccnc3n2)cc1
-0.5,6.7,i,CCC(C)(C(=O)NC1CCCCC1)N(C)C(=O)c1ccccn1 (stereo not drawn)
0.8,21.7,i,Cn1ncc(C#N)c1NC(=O)c1nn2cccnc2c1Cl
-1.4,4.8,i,Cc1cc(C)c(S(=O)(=O)N2CCN(C(=O)N3CCCCC3)CC2)c(C)c1
-1.1,33.5,i,Cc1ccc(Nc2ccc(C(N)=O)cc2[N+](=O)[O-])cc1
-0.6,-5.8,i,CCOc1ccccc1N1CCN(CC(=O)Nc2ncc(C)s2)CC1
0.8,8.1,i,O=C(CN1C(=O)c2ccccc2S1(=O)=O)NC1CCCCCC1
-0.1,24.3,i,Nc1nc(SCC(=O)NCc2ccc(F)cc2)[nH]c(=O)c1NC(=O)c1ccc(Cl)cc1
.,25.0,i,O=C(Nc1ccc(N2CCOCC2)cc1)c1ccc2nc(-c3ccco3)c(-c3ccco3)nc2c1
-0.5,9.4,i,CCN(CC(=O)NCC(=O)Nc1ccc(Br)cc1C)Cc1ccccc1
-1.0,18.0,i,COC(=O)c1ccc(NC(=O)CN(C)Cc2cccc(F)c2)cc1
.,9.7,i,CCc1cccc(OCCn2ccnc2)c1
-0.8,16.2,i,COC(=O)/C(=N\OCc1ccc(C#N)cc1)c1c(C)nn(C)c1C
0.0,8.9,i,CS(=O)(=O)Nc1ccc(C(=O)CC(=O)Nc2ccc([N+](=O)[O-])cc2)cc1
-1.8,9.8,.,C[C@@H]1CN(S(=O)(=O)c2ccc3c(c2)OCCO3)CCN1S(=O)(=O)c1c(F)cccc1F
-0.1,-1.8,i,Cc1ccc(C(=O)O)cc1NS(=O)(=O)c1ccc2ccccc2c1
5.1,10.0,.,Cc1cc(NC(=O)CCS(=O)(=O)c2nc(-c3ccccc3)cc(C(F)(F)F)n2)no1
0.6,19.2,i,Cc1ccsc1C(=O)NNC(=O)c1csc(N2CCOCC2)n1
0.4,10.0,i,Cc1ccc(NC(=O)NNC(=O)c2ccc3c(c2)NC(=O)C(C)(C)O3)cc1
1.0,18.7,i,Cc1csc(CNC(=O)C2CCC(=O)N(CCc3cccc(F)c3)C2)n1 (stereo not drawn)
-0.4,7.2,i,CC1Cc2cc(S(=O)(=O)NCCC(=O)N(C)Cc3ccccc3)ccc2N1C(=O)C1CC1 (stereo not drawn)
-1.1,5.0,i,COc1cccc(C2CC(c3ccc(F)cc3)Nc3nc(N)nn32)c1 (stereo not drawn)
-0.3,9.3,i,C=CCn1cccc(C(=O)Nc2cc(OC)ccc2OC)c1=O
-1.5,-1.6,.,COC(=O)[C@@]12CCCCN1[C@H](c1ccc(-c3ccc(Cl)c(Cl)c3)c(OC)c1)[C@H]1C(=O)N(C)C(=O)[C@H]12
0.1,1.4,i,Cc1ccc(C(=O)C2=C(O)C(=O)N(c3ncccn3)C2c2ccc(Br)cc2)o1 (stereo not drawn)
.,7.0,i,Cc1ccc(-n2c(Cc3cccn3C)nnc2SCC(=O)NCc2ccc3c(c2)OCO3)cc1
1.5,12.7,i,COC(=O)c1sc(-c2ccccc2)cc1NC(C)=O
-0.8,9.7,i,Cc1c(OC(C)C(=O)NCc2cccnc2)ccc2c3c(c(=O)oc12)CCCC3 (stereo not drawn)
-0.9,21.9,i,CSc1nsc(SCC(=O)NCc2ccccc2)n1
-0.2,2.2,i,CCOc1ccc(OC(=O)c2cccnc2)cc1
0.6,5.9,i,O=C(Cn1c(=O)oc2cccnc21)Nc1ccc(C(F)(F)F)cc1
2.1,11.0,i,CCOC(=O)C1CCCN(Cc2nc(N)nc(Nc3ccc(C)cc3)n2)C1 (stereo not drawn)
0.3,9.7,i,CCc1ccc(C2C3=C(CCCC3=O)OC3=C2C(=O)CCC3)cc1
-0.3,3.5,i,O=C(c1ccccc1)N1CCC(=O)N(C(CO)Cc2ccccc2)CC1 (stereo not drawn)
-0.7,9.0,i,CC(=O)NC(CC(=O)NCC(=O)Nc1ccc(F)c(F)c1)c1ccccc1 (stereo not drawn)
0.2,33.6,i,Cc1ccc(NC(=O)CCn2c(=O)c3cccn3c3ccccc32)cc1C
-1.3,8.1,i,COc1cc(/C=C/C(=O)N2C(=O)c3cccc(N)c3C2=O)cc(OC)c1OC
1.4,17.4,i,COCCNCCOCCOc1ccc(Cl)c(C)c1
-0.3,12.6,i,O=C(NCc1ccccn1)[C@H]1C[C@@H]1[C@H](NP(=O)(c1ccccc1)c1ccccc1)c1ccccc1
0.0,29.7,i,COc1ccc(-c2csc(Nc3ccc(C)cn3)n2)cc1OC
-1.3,17.9,i,CCOc1ccc2oc(C(=O)O)c(C)c2c1
0.5,12.1,i,COc1ccc(C(=O)NC(CCSC)C(=O)N2CCCCCC2)cc1 (stereo not drawn)
-1.8,40.5,i,Cc1c(Cl)cnc(NC(=O)COC(=O)c2ccc3c(c2)OCO3)c1Cl
-0.4,8.8,i,CCCn1c(=O)c(C(=O)NNC(=O)Cc2ccccc2)c(O)c2ccccc21
-0.9,14.0,i,CCn1nc(C)c(/C=N/NC(=O)Cn2nc(C)cc2C)c1C
5.0,14.5,i,CCN(CC)S(=O)(=O)c1ccc(N2CCOCC2)c(NC(=O)C2CCCO2)c1 (stereo not drawn)
-0.3,34.3,i,COC(=O)c1ccccc1NC(=S)N(C)C
-2.9,12.1,i,Cc1[nH]nc2c1C1(C(=O)N(Cc3ccc(Cl)cc3)c3ccccc31)C(C#N)=C(N)O2 (stereo not drawn)
5.0,49.4*,i,c1ccc(-c2nc(NC3CCCC3)c3ccccc3n2)cc1

(continued)
STK33 inh,OX1R antag,KCNQ2 inh,smiles
-2.5,10.4,i,CC1=NN(C)C(=O)C1Cc1c(F)cccc1Cl (stereo not drawn)
0.4,-3.9,i,COc1ccccc1N1CCN(S(=O)(=O)CCNC(=O)c2ccc(OC(C)C)cc2)CC1
-1.1,19.0,i,COc1ccc(NS(=O)(=O)c2ccc(Oc3cccc(C(=O)O)c3)cc2)cc1
-0.4,33.0,i,COCCCN1C(=O)c2ccc(C(=O)OCC(=O)NCCc3ccccc3)cc2C1=O
-2.0,56.9,i,Cc1cccc(NC(=O)c2ccc([N+](=O)[O-])cc2Cl)n1
1.0,70.3,i,C/C(N)=C(/C#N)C(=O)CSc1nnc(SCc2ccc(Cl)cc2)s1
-0.6,6.5,.,Cc1cccc([N+](=O)[O-])c1NC(=O)CSc1nnc2ccccn12
0.0,17.7,i,COC(=O)C(CCSC)NC(=O)CNC(=O)C1CCCCC1 (stereo not drawn)
-1.7,24.3,i,CN(C)S(=O)(=O)c1cccc(NC(=S)NCc2ccc3c(c2)OCO3)c1
-0.5,3.2,i,O=C(NC1(C(F)(F)F)C(=O)Nc2c1c(=O)[nH]c(=O)n2Cc1ccco1)C1CC1 (stereo not drawn)
-0.8,7.0,i,CCNS(=O)(=O)c1ccc(CCC(=O)N2CCN(c3ccccc3F)CC2)cc1
1.8,7.5,i,Cc1cccc(C)c1NC(=O)COC(=O)CCc1ccc(S(=O)(=O)N2CCCCC2)cc1
-1.5,1.3,i,COc1cccc(-n2nc3c(-n4ncc(C#N)c4N)nnc(C)c3c2C)c1
-1.7,10.0,i,COC(=O)COc1ccc(S(=O)(=O)NCc2cccnc2)cc1C
-1.0,4.0,i,S=c1[nH]ncn1NCc1ccc(Cl)cc1Cl
2.4,13.9,i,O=C(Nc1ccc(Br)cn1)c1ccc([N+](=O)[O-])cc1Cl
-0.7,12.9,i,O=C(CNc1cccc2ccccc12)N/N=C/C=C/c1ccco1
-0.7,15.3,i,C#CCOC(=O)C(NC(=O)c1ccccc1)=C(C)C
-1.4,24.2,i,COc1ccc(-n2sc3c(c2=S)-c2cc(OC)ccc2NC3(C)C)cc1
0.1,21.6,i,COCC(=O)N/N=C/c1c(C)[nH]n(-c2ccccc2)c1=O
-0.6,9.8,i,S=c1[nH]ccn1-c1c(Cl)cccc1Cl

Record cards, as listed above. Screens in order: STK33 inh | OX1R antag | KCNQ2 inh
`O=C(Nc1ccc(Br)cn1)c1ccc([N+](=O)[O-])cc1Cl` in the list: 2.4 | 13.9 | i
`Cc1cccc(C)c1NC(=O)COC(=O)CCc1ccc(S(=O)(=O)N2CCCCC2)cc1` in the list: 1.8 | 7.5 | i
`CCNS(=O)(=O)c1ccc(CCC(=O)N2CCN(c3ccccc3F)CC2)cc1` in the list: -0.8 | 7.0 | i
